# Rpn11 block = Rpn11 (human) deubiquitinase inhibition. O00487. calls only at 20 µM. 360,000 compounds, 0.59% hits. human 26S proteasome, Ub4-pepOG fluorescence polarization; 20S core pre-blocked with epoxomicin;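 active means inhibition at 20 µM, scaled to each plate's controls, above about 33%, limit read from the data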
# E coli Lon inh = E. coli protease La inhibition | 360,000 compounds, 0.42% hits | inhibition, % at 7.94 µM | P0A9M0 | purified E. coli Lon protease, fluorescence polarization; in the data active means inhibition above about 13%, passing the limit was not always enough;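 further: 0% = enzyme with probe and DMSO and 100% = no enzyme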
# MT1-MMP act inh = blocks activation of human MT1-MMP. P50281. HT1080 RFP-PRO-GFP cells, GFP/RFP ratio fluorescence, overnight; percent of plate control window, DMSO zero. GFP/RFP ratio change, % at 20 µM. 360,000 compounds, 0.061% hits. AID 651647;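 active means GFP/RFP ratio change of at least 30% with cell ATP level not reduced by more than half and red fluorescence within 50% of control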; further: strong numbers were not always called active
#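 Assay system – RFP-PRO-GFP reporter HT1080 cells · Compound dosing – single dose of 20 µM compound, 1% DMSO final · Incubation – overnight compound exposure at 37 °C · Measure – GFP/RFP fluorescence ratio · Benchmarks – DMSO wells and RFP-L50D-GFP cells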
# MsrA act = activates bovine MsrA enzyme; 360,000 compounds, 0.3% hits; purified bovine MsrA, absorbance read-out; activation, % at 10.6 µM; in the data active means activation above about 7.5%;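 further: 0% = vehicle and 100% = reference activator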
# PABP1 MLLE inh = inhibitors of microRNA-mediated deadenylation, human PABP1 MLLE binding; GST-MLLE / FITC-PAM2 fluorescence polarization; 360,000 compounds, 0.36% hits; P11940; inhibition, % at 20 µM; AID 588489; in the data active means inhibition above about 35%, passing the limit was not always enough;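 further: plate controls were DMSO wells with GST-MLLE for no effect and wells lacking GST-MLLE protein for full effect; some results filed as inactive read as strong as hits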
# MsrA inhibitor = bovine MsrA inhibition; purified bovine MsrA, absorbance read-out; inhibition, % at 15.5 µM; 360,000 compounds, 0.75% hits; AID 651718; in the data active means inhibition above about 4.5%;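 further: 0% = vehicle wells with enzyme and 100% = reference inhibitor wells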
# FAS-TE inh = inhibitors of human fatty acid synthase thioesterase domain; inhibition, % at 15 µM; P49327; 360,000 compounds, 0.67% hits; recombinant FAS-TE, OMFH fluorogenic substrate, fluorescence endpoint; AID 602261;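 active means compounds whose normalised, plate-corrected inhibition of enzyme fluorescence in the single-dose primary screen is 50% or more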;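 further: 0% = DMSO with enzyme and 100% = substrate without enzyme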
# Target sequence (P49327 whole entry, looked up, the tested form may be a part): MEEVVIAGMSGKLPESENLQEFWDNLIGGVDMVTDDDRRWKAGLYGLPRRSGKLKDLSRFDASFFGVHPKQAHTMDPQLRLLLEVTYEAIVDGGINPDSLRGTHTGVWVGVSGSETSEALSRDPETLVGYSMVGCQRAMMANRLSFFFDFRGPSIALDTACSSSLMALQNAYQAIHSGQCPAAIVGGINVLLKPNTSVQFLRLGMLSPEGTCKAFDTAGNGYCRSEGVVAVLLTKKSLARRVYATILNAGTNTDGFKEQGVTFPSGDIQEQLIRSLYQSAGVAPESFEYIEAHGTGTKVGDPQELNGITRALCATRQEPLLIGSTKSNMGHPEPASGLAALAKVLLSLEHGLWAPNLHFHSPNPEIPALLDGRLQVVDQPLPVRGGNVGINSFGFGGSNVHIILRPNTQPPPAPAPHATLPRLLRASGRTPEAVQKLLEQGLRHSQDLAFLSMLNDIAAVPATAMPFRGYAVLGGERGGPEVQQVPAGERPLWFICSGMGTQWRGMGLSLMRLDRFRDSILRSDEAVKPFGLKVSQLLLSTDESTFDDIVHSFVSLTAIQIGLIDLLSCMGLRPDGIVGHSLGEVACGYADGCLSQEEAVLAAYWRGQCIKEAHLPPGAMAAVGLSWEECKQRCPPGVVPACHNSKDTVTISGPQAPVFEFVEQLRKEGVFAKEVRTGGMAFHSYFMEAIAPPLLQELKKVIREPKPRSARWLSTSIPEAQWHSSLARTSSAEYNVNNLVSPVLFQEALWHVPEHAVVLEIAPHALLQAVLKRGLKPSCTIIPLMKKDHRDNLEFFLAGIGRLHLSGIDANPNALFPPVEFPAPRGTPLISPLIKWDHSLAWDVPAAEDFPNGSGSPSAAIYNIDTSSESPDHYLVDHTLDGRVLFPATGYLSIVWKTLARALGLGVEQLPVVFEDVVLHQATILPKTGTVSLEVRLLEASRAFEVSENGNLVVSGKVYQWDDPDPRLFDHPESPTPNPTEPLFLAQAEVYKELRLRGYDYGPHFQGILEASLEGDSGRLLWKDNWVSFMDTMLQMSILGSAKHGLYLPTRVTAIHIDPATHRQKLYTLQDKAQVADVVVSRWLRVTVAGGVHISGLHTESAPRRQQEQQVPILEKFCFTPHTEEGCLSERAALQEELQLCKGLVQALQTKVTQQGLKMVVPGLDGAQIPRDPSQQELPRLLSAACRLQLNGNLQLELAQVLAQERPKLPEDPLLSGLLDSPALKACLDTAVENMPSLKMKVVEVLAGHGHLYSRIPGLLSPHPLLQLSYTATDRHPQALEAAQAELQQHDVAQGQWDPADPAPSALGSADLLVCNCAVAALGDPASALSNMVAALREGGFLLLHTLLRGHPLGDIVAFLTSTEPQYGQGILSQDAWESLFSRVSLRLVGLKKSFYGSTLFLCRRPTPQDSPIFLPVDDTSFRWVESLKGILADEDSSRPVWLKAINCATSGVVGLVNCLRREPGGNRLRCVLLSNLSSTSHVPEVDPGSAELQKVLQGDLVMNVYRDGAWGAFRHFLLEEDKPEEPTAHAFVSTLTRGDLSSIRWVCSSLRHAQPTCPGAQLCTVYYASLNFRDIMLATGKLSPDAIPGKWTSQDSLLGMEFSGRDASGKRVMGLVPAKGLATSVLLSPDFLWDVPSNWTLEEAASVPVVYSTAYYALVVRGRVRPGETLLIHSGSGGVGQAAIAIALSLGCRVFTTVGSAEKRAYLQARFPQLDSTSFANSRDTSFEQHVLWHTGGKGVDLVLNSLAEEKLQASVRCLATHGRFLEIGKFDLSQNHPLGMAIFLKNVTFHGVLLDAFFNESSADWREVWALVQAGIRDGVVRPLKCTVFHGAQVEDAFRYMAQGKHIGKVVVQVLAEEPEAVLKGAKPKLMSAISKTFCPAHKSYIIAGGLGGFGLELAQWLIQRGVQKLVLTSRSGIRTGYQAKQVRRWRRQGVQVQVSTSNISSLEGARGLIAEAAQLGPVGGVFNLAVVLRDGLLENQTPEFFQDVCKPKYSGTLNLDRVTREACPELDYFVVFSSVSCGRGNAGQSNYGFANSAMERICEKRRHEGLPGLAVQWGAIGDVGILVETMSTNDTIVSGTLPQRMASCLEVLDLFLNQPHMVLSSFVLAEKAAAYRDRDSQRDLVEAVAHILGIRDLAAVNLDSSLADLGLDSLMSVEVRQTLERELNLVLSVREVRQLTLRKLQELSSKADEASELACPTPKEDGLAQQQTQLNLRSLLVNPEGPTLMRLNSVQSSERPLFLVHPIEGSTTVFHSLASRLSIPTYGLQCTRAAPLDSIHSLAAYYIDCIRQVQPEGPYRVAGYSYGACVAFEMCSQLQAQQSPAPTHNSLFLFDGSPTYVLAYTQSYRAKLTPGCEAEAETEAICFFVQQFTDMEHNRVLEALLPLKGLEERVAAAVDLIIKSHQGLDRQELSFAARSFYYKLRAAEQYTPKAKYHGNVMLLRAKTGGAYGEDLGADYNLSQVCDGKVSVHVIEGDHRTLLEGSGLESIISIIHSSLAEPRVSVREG
# CSN deneddyl inh = CSN deneddylation inhibition. Purified CSN, SCF-Nedd8-OG deneddylation, fluorescence polarization. inhibition, % at 12.5 µM. 360,000 compounds, 0.38% hits;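 active means pattern-corrected inhibition above about 35%, with an unprinted fluorescence ratio check between 0.5 and 1.5, limit read from the data, passing the limit was not always enough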;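 further: 0% = enzyme with substrate and 100% = substrate without enzyme; some results filed as inactive read as strong as hits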
#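 Assay system: Purified human Csn5 enzyme expressed in HEK293T cells | Amount: Enzyme 0.24 nM | Measured by: Fluorescence polarization readout | Medium: Tris/NaCl/DTT buffer, pH 7.5 | Compound dosing: One concentration, 12.5 µM, 0.25% DMSO | Times: 90 min incubation of compound, enzyme and substrate at room temperature | Control set: no-enzyme wells high, enzyme-with-substrate wells low | Read-out: % inhibition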
# Rin1 Abl inh = blocks binding of human Rin1 to Abl; TR-FRET Rin1/Abl binding, biochemical; inhibition, % at 7.35 µM; 360,000 compounds, 0.4% hits; in the data active means inhibition above about 5%, passing the limit was not always enough
# * marks the source's active call; other numbers are inactive results; i = inactive; nt = no result given.
SMILES,Rpn11 block,E coli Lon inh,MT1-MMP act inh,MsrA act,PABP1 MLLE inh,MsrA inhibitor,FAS-TE inh,CSN deneddyl inh,Rin1 Abl inh
CC1CC(C)CN(CCC(=O)Nc2ccc3c(c2)CCC3)C1 (configuration not stated),i,-9,5,-8,6,0.6,-10,1,5
Cc1cccc2nc(-c3cccnc3)c(NCCC(C)C)n12,i,-2,-3,-7,6,0.5,15,4,-2
CCN1CCN(C(=S)NC(=O)c2cccs2)CC1,i,2,2,2,30,-1.1,-6,2,0
Cc1ccc(-c2[nH]nc3c2C(c2ccoc2)C(C#N)=C(N)O3)cc1C (configuration not stated),i,5,0,-2,-2,nt,9,6,2
COc1cccc(CN(C(=O)COc2ccc(C)cc2)C2CCS(=O)(=O)C2)c1 (configuration not stated),i,-6,-1,-1,7,0.9,0,-3,5
COc1ccc(/C=N/NC(=O)c2ccccc2)cc1OS(=O)(=O)c1ccccc1,i,3,10,-3,2,1.4,19,-1,2
CSc1cccc(NC(=O)N2CCN(C)CC2)c1,i,-2,2,-1,-14,0.3,-5,0,-1
O=C(Oc1ccccc1)c1ccc2nccnc2c1,i,9,4,-10,6,0.3,-7,2,-2
S=c1[nH]cnc2sc(Nc3ccccc3)nc12,i,9,0,-4,26,2.9,-2,-2,1
COCCCn1nnnc1SCC(=O)N1c2ccccc2CC1C (configuration not stated),i,-4,4,-4,14,-0.6,-3,-10,2
O=C(CN(Cc1ccccc1)S(=O)(=O)c1ccccc1)N/N=C/c1ccccc1C(=O)O,i,-6,1,-6,7,0.0,-5,4,2
CCCN1CCN(C(=O)c2ccc(Sc3ccc(C)cc3)c(NC(C)=O)c2)CC1,i,-5,2,-4,10,-0.3,-5,-7,1
COc1ccc(C(=O)NC(C)Cn2nc(C)cc2C)cc1OC1CCN(C(C)=O)CC1 (configuration not stated),i,-8,-4,0,-8,0.1,0,-2,2
COC(=O)Cn1cnc2c(cnn2-c2ccccc2)c1=O,i,-2,3,-9,7,1.1,-8,-5,-1
Cc1ccc(NC(=O)CSCC(=O)NCCc2ccccn2)c(C)c1,i,0,5,-11,21,-0.7,-6,-3,0

# Next part.
SMILES,Rpn11 block,E coli Lon inh,MT1-MMP act inh,MsrA act,PABP1 MLLE inh,MsrA inhibitor,FAS-TE inh,CSN deneddyl inh,Rin1 Abl inh
C/C(=N\NC(=O)c1ccncc1)c1ccc(NC(=O)c2ccc(Cl)cc2)cc1,i,-10,1,-2,-6,-0.9,-1,-3,0
Cc1c(C(=O)N2CCOCC2)sc2ncn(CC(=O)N3CCC(C)CC3)c(=O)c12,i,-1,2,-12,2,nt,2,-1,1
S=C(NCc1cccnc1)Nc1ccc(Oc2ccccc2)cc1,i,-2,5,-3,-36,-1.4,-5,-2,-1
COc1ccc(NC(=O)c2nc[nH]c2C(=O)N2CCN(C(=O)OC(C)(C)C)CC2)cc1,i,0,1,-4,9,0.2,-6,3,4
Cc1ccc(C(=O)NC2CC3CCCC(C2)N3Cc2ccccc2)cc1 (configuration not stated),i,-5,-1,-1,-4,-0.2,-4,2,-3
COc1cc(NC(=S)NC2CC2)c(OC)cc1Cl,i,-4,-3,-1,12,2.6,-5,6,0
CC(C)(C)c1csc(NC(=O)c2ccc(Cl)s2)n1,i,-5,-59,-3,6,1.0,19,3,0
CC(=O)N1CCN(C(=O)COC(=O)COc2c(C)cc(C)cc2C)CC1,i,-5,-1,-2,5,1.3,-5,1,1
CCOC(=O)c1csc(N)c1-c1ccc([N+](=O)[O-])cc1,i,0,0,-1,25,1.5,17,-2,2
COCCNC(=S)NC1CC2CCCC(C1)N2Cc1ccco1 (configuration not stated),i,6,2,-6,-15,0.1,-11,-5,6
O=C(NCCn1c(-c2ccncc2)nc2ccccc21)[C@H]1CCCN1c1nc(CN2CCCCC2)cs1,i,13,nt,-2,-12,0.0,-9,-1,-2
O=C(Cc1cn2ccsc2n1)NCc1ccccc1,i,-4,2,-1,-14,1.6,-8,4,-2
CC(CNC(=O)c1ccc(C#N)cc1)NC(=O)c1ccc(C#N)cc1 (configuration not stated),i,0,0,-1,19,-0.9,10,-1,-1
Cc1ccc(-c2nn(Cc3ccccc3)cc2/C=C/C(=O)O)cc1,i,-3,3,0,-11,0.3,-2,4,-4
CCCCC1CCC(C(=O)N(C)CC(=O)Nc2cccc(OC)c2)CC1 (configuration not stated),i,3,5,-3,12,2.5,25,-1,2

# Already shown: an excerpt of the list.
SMILES,Rpn11 block,E coli Lon inh,MT1-MMP act inh,MsrA act,PABP1 MLLE inh,MsrA inhibitor,FAS-TE inh,CSN deneddyl inh,Rin1 Abl inh
O=C(Cc1cn2ccsc2n1)NCc1ccccc1,i,-4,2,-1,-14,1.6,-8,4,-2
CC(CNC(=O)c1ccc(C#N)cc1)NC(=O)c1ccc(C#N)cc1 (configuration not stated),i,0,0,-1,19,-0.9,10,-1,-1
Cc1ccc(-c2nn(Cc3ccccc3)cc2/C=C/C(=O)O)cc1,i,-3,3,0,-11,0.3,-2,4,-4
CCCCC1CCC(C(=O)N(C)CC(=O)Nc2cccc(OC)c2)CC1 (configuration not stated),i,3,5,-3,12,2.5,25,-1,2

# (list continues)
SMILES,Rpn11 block,E coli Lon inh,MT1-MMP act inh,MsrA act,PABP1 MLLE inh,MsrA inhibitor,FAS-TE inh,CSN deneddyl inh,Rin1 Abl inh
O=c1c(-c2ccccc2)c(O)nc(SCCN2CCOCC2)n1-c1ccccc1,i,8,-3,-5,17,-0.8,-11,-2,-2
COC(=O)CCCn1nc(NC(=O)c2ccco2)cc1C,i,-3,-1,-2,-3,-0.2,-3,4,5
Nc1nc(-c2ccccc2)c(N=Nc2ccc(Cl)cc2)s1,i,-4,27,-7,7,1.5,-4,6,-2
COc1ccc(-n2nc3c(c2NC(=O)c2ccc(S(=O)(=O)N4CCOCC4)cc2)CS(=O)(=O)C3)cc1,i,-3,-2,-12,12,-0.1,-6,1,2
Cc1[nH]c2ccccc2c1Cc1nnc(SCCC#N)o1,i,1,-6,0,6,-0.7,-1,-2,3
CCN1C[C@@H]2[C@@H]3C(=O)N(Cc4ccccc4)C(=O)[C@@H]3[C@](C)(C1=O)N2C(=O)c1ccc(Cl)c(Cl)c1,i,-14,-6,-1,-5,-0.1,-6,3,1
CC(C)(C)C(=O)OCCn1c(=O)c2cc3c(=O)n(CCOC(=O)C(C)(C)C)c(=O)c3cc2c1=O,i,-7,-1,1,-1,-1.0,7,-3,-6
O=S(=O)(NCCc1ccccc1)c1ccc(F)cc1,i,0,3,-6,1,-0.3,-1,2,-1
O=C(c1ccccc1)c1coc(-c2ccccc2)c1,i,-8,-3,-2,8,-1.2,21,-4,3
CCOc1ccc(C(=O)NC(C(=O)NCCc2ccc(S(N)(=O)=O)cc2)C(C)C)cc1 (configuration not stated),i,3,-6,-6,-2,-1.8,-3,4,2
Cc1ccc(C)c(S(=O)(=O)N2CCCCC2CCNC(=O)C(=O)NCc2ccncc2)c1 (configuration not stated),i,-14,-2,-11,10,0.6,-3,3,-3
CN1CCN(NC(=O)C2CC2)CC1,i,5,9,-1,2,-0.2,-10,1,-3
Fc1ccc(CSc2ncnc3ccccc23)cc1,i,0,-13,-2,4,0.1,14,2,-5
O=C1NC2c3ccccc3C(=O)N2c2c1cnn2-c1ccccc1 (configuration not stated),i,-1,0,-11,0,0.6,-10,-3,-2
CC(=O)Nc1ccc(OCC(O)Cn2cnc3ccccc32)cc1 (configuration not stated),i,3,0,1,2,-1.1,-6,-3,-2

# (listing goes on)
SMILES,Rpn11 block,E coli Lon inh,MT1-MMP act inh,MsrA act,PABP1 MLLE inh,MsrA inhibitor,FAS-TE inh,CSN deneddyl inh,Rin1 Abl inh
COC(=O)C1C/C(=N\NS(=O)(=O)c2ccc(C)cc2)c2sccc2C1 (configuration not stated),i,11,1,-2,1,0.5,-15,-12,1
COCC(=O)Nc1nnc(SCC(=O)N2C(C)CCCC2C)s1 (configuration not stated),i,8,2,0,-2,0.0,-2,0,1
Cc1ccccc1Nc1c([N+](=O)[O-])cncc1[N+](=O)[O-],i,-7,3,-7,-2,2.4,0,3,-1
CCN(CC)CCOc1c(Br)ccc2c1sc1nc3n(c(=O)c12)CCC3,i,4,-3,-2,6,-0.2,-7,6,0
O=C(Nc1c(Cl)ccc2nsnc12)c1ccc(Br)o1,i,-22,2,-3,11,-0.4,-4,2,-2
c1csc(Cc2nc(-c3ccc(-n4cccc4)cc3)no2)c1,i,0,0,-5,-2,0.1,28,5,-2
O=C(c1cccc([N+](=O)[O-])c1)c1ccc2c(c1)C(=O)NC2=O,i,-1,-3,-14,-1,2.0,-4,-10,2
COc1ccc(N2CCN(C(=O)c3ccc(S(=O)(=O)N4CCCCCC4)cc3)CC2)cc1,i,1,2,-3,-1,-0.3,10,1,2
COc1ccc(C(NC(=O)C2CCCCC2)c2c(O)ccc3ccccc23)cc1 (configuration not stated),i,3,-29,-2,-18,0.6,5,-5,6
O=c1oc2ccc3ccccc3c2cc1-c1nc2ccccc2o1,i,-25,-13,0,7,2.4,-3,0,-2
CCN(c1ccccc1)S(=O)(=O)c1ccc(C(=O)N(CCCN(C)C)c2nc3c(C)cccc3s2)cc1,i,4,0,-3,-2,-0.1,16,2,-1
O=S(=O)(c1ccc(F)cc1)c1nc(-c2ccco2)oc1Nc1ccccc1,i,-3,-4,-2,-4,0.7,34,2,1
CNC(=O)CCn1nc(-c2ccc(Cl)cc2)c2ccccc2c1=O,i,-5,1,-5,-9,0.3,-3,5,0
CC1CCCCN1C(=O)Cn1c(=O)n(-c2ccc(F)cc2)c(=O)c2sccc21 (configuration not stated),i,-13,-4,-6,3,0.0,-1,-2,2
COc1ccc(N2CCN(C(=O)CSc3nc4cc(OC)c(OC)cc4cc3C#N)CC2)cc1,i,-13,-4,-3,-10,2.1,26,-1,-4
c1ccc2c(c1)Nc1nccnc1S2,i,-5,-6,-1,-15,-0.3,-9,7,-4

# Some entries already given, reduced to MsrA inhibitor, FAS-TE inh and MT1-MMP act inh:
mol	MsrA inhibitor	FAS-TE inh	MT1-MMP act inh
C/C(=N\NC(=O)c1ccncc1)c1ccc(NC(=O)c2ccc(Cl)cc2)cc1	-0.9	-1	1
Cc1c(C(=O)N2CCOCC2)sc2ncn(CC(=O)N3CCC(C)CC3)c(=O)c12	nt	2	2
S=C(NCc1cccnc1)Nc1ccc(Oc2ccccc2)cc1	-1.4	-5	5

# Assay outcomes (PubChem)
